# Pin1 inhibitor: inhibitors of human Pin1 | Q13526 | Pin1 FP peptide displacement, HiFluor488, 10 min | Potency, µM (highest dose often 115 µM), inactives show at the top dose activity, negative = inhibition, hits mostly inhibitors | actives 0.009% (n = 390,000); active = well fitted inhibition curve with a large enough effect in the polarisation, with a control signal flat, not every such curve was filed as active; inconclusive = small, poorly fitted or top-dose-only effect, or effect the other way, or a change in a side signal; inactive = no such curve, though single readings can be large or run the other way; the % refers to the polarisation; also: potency is read from the fitted curve at half-maximal effect; % is scaled to controls: 0 for no effect and ±100 for the full control effect
# Target sequence (Q13526 whole entry, looked up): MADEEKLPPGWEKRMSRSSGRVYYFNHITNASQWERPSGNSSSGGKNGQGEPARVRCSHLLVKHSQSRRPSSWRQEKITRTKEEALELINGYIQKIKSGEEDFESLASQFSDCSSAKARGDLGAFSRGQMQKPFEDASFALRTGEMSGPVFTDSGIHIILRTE
# TrxR1 substrate: is turned over as a substrate by rat TrxR1 | O89049 | purified TrxR1 substrate turnover, NADPH consumption readout | Potency, µM (top dose mostly 114 µM), inactives show at the top dose activity change, negative = substrate turnover | actives 0.01% (n = 390,000); also: potency is read from the fitted curve at half-maximal effect; % is scaled to controls: 0 for no effect and ±100 for the full control effect; nearly all actives have a fitted effect of over 50% in size
# Target sequence (O89049 whole entry, looked up): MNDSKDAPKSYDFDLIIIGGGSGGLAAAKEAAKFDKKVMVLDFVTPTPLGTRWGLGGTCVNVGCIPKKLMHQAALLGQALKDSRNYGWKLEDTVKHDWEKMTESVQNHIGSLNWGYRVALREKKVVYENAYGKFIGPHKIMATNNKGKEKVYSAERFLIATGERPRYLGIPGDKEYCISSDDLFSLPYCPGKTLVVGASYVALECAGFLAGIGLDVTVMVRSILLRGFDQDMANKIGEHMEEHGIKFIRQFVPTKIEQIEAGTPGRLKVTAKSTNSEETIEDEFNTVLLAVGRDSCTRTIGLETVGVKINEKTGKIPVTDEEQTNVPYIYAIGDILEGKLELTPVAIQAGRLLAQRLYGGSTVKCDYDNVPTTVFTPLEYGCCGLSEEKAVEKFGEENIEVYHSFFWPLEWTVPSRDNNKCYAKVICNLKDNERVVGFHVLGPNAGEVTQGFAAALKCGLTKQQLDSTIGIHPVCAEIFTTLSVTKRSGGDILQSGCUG
#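 Rat TrxR1, dispensed at 90 nM, was prereduced with 400 uM NADPH (final) for 5 min at ~22 deg C, then incubated with compound 15 min before 400 uM selenite. A first-read NADPH fluorescence drop versus no-compound background flagged substrates.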
# rTrxR1 inhibitor: blocks rat thioredoxin reductase 1 | actives 1% (n = 390,000) | Potency, µM (titrated, usually from 114 µM), for inactives: at the highest dose activity change, negative = inhibition, hits mostly inhibitors | O89049 | recombinant rTrxR1, NADPH fluorescence consumption, selenite substrate; also: potency is read from the fitted curve at half-maximal effect; % is scaled to controls: 0 for no effect and ±100 for the full control effect; nearly all actives have a fitted effect of over 65% in size
#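 Rat TrxR1 (90 nM in the dispensed reagent) was pre-reduced with 400 uM NADPH for 5 min at room temperature, then incubated with compound for 15 min. After 400 uM selenite was added, NADPH fluorescence (Ex 340/Em 450 nm) was followed for 8 min.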
# TRHR enhancer: allosterically enhances the human TRH receptor; P34981; TRHR cells, fluo-8 calcium fluorescence, EC20 TRH enhancement; enhancement, % at 2 µM; actives 0.66% (n = 360,000); in the data active = enhancement above about 30%; also: 0% is about no effect
# Target sequence (P34981 whole entry, looked up): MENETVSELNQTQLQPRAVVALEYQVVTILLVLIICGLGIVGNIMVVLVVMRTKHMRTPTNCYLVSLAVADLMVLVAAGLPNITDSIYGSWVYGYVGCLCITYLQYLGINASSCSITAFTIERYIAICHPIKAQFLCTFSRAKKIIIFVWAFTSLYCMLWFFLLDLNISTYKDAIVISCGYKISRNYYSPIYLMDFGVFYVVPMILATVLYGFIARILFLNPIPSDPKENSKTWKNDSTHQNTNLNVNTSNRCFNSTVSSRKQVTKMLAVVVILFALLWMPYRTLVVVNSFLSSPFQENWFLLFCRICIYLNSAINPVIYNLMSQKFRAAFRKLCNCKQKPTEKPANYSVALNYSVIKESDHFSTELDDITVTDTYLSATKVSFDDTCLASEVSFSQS
#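 TRHR-expressing cells loaded with fluo-8 calcium dye were read kinetically (ex 480/em 530) during compound addition, then stimulated with an EC20 of TRH (10 nM final). Enhancement of the Gq-mediated intracellular calcium response was scored.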
# USP1-UAF1 inh: blocks the human USP1/UAF1 deubiquitinase complex. O94782. recombinant USP1/UAF1, Ub-Rhodamine cleavage fluorescence. Potency, µM (series often up to 57.1 µM), without a hit: top-dose activity change, negative = inhibition, most hits filed as inhibitors. actives 0.23% (n = 390,000). AID 743255; also: potency is read from the fitted curve at half-maximal effect; % is scaled to controls: 0 for no effect and ±100 for the full control effect; nearly all actives have a fitted effect of over 60% in size; inactives centre near -12
#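 In this screen, compounds sit with the deubiquitinase complex (1nM) for 15 min at room temperature before Ub-Rho is added at 150nM final. Fluorescence rise is then followed for 6 reads every 60 seconds.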
# IDH1 R132H inh: inhibitors of human mutant IDH1 R132H; O75874; IDH1-R132H enzyme, NADPH consumption, diaphorase/resazurin fluorescence; Potency, µM (doses to about 76.6 µM), inactives show top-dose activity change, negative = inhibition, hits mostly inhibitors; actives 0.093% (n = 390,000); also: potency is read from the fitted curve at half-maximal effect; % is scaled to controls: 0 for no effect and ±100 for the full control effect; nearly all actives have a fitted effect of over 65% in size
#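 IDH1-R132H (0.5 ug/mL) preincubated 30 min with compound, then NADPH (0.016 mM) and alpha-KG (2 mM) added; 80 min at RT, pH 7.5. Remaining NADPH coupled via diaphorase/resazurin to fluorescence (540/590 nm); concentration-response curves normalized to no-enzyme control.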
# D2 antag: antagonizes the human D2 dopamine receptor | actives 2% (n = 340,000) | inhibition, % at 10 µM | HEK293 TREx D2 cells, calcium flux, dopamine EC80; in the data active = inhibition above about 30%; also: 0% is about no effect
#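 Antagonism is scored as inhibition of an EC80 dopamine-evoked calcium signal in a force-coupled, tetracycline-inducible HEK293 T-REx D2 line, with compound present 180 s before agonist.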
# TRHR ag: agonists of human TRH receptor; P34981; TRHR cells, calcium flux fluo-8, FDSS agonist mode; activation, % at 2 µM; actives 0.18% (n = 360,000); in the data active = activation above about 30%; also: 0% is about no effect
#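 Fluo-8-loaded TRHR cells; 10 s baseline, compound added, kinetic Ca2+ fluorescence read 1/s, agonist mode.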
# D2 ag: activates the human D2 dopamine receptor. P14416. HEK293 T-REx D2 cells, calcium flux agonist mode. activation, % at 2 µM. actives 0.53% (n = 340,000). AID 485358;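 active = activation over 3 SD above normal in the single-dose calcium agonist read, cut at about 30% in these data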; also: 0% is about no effect
#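 HEK293 Trex D2 cells, tetracycline-induced, o/n 30 C 5% CO2; no-wash Ca dye, RT 30–90 min; 10-cycle baseline, 23 nl cpd added, kinetic Ca read 180 s; agonist hits = positive Ca response.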
# The depositor's hits bear a star; ? = inconclusive; nt = not tested or not shown; [ ] = dose if it differs, or a comment. Unless noted, calls follow the shape of the dose curve; as a rule, active = well fitted inhibition curve with a large enough effect; inconclusive = small, poorly fitted or top-dose-only effect; inactive = no such curve, though single readings can be large or run the other way.
SMILES,Pin1 inhibitor,TrxR1 substrate,rTrxR1 inhibitor,TRHR enhancer,USP1-UAF1 inh,IDH1 R132H inh,D2 antag,TRHR ag,D2 ag
Cn1c2c(c(=O)n(C)c1=O)C(c1ccc(C(F)(F)F)cc1)CC(=O)N2 (configuration not stated),3.5%,6.4%,3.5%,nt,-16.9%,0.0%,nt,nt,nt
COc1ccccc1OCc1nc2ccccc2n1C,-9.7%,-3.8%,20.0%[57.1 µM],-10.2,-8.5%,-7.4%,-2.9,-1.1,0.8
COc1ccc(OCC(=O)Nc2ccc(S(=O)(=O)N3CCCC3)cc2)cc1,-2.3%,0.2%,16.5%,11.3,-1.8%,2.3%,-13.3,-0.2,0.0
CC(OC(=O)c1cccc(-n2cnnn2)c1)C(=O)Nc1ccc(F)cc1Cl (configuration not stated),-9.2%,7.1%,25.4%,8.0,-22.3%,7.1%,-18.9,-0.1,-0.2
COc1ccc(OCc2cc(C(=O)N(C)Cc3cc(C)no3)no2)c(Cl)c1,0.1%,-2.2%,18.9%,-2.5,-25.4%,-8.4%,-8.2,-1.7,0.1
Fc1cccc(NC(=S)NCc2ccccc2Cl)c1,1.8%,-14.6%[57.1 µM],19.3%[57.1 µM],8.1,-17.9%,5.7%,16.1,1.6,3.5
CCNC(=O)NC(=O)C(C)OC(=O)c1cc(S(=O)(=O)N2CCCCCC2)ccc1OC (configuration not stated),-4.4%,-5.9%,-3.4%,-0.8,0.6%,3.1%,-3.4,-0.4,0.1
Cc1nn(CC#N)c(=O)n1-c1ccc(C(C)C)cc1,-4.1%,10.6%[57.1 µM],18.4%[57.1 µM],-3.7,-5.8%,2.5%,17.9,0.9,0.9
Cc1ccc(S(=O)(=O)N/N=C\c2ccc(Cl)c([N+](=O)[O-])c2)cc1,-4.2%,0.6%,?,-3.6,-12.3%,1.2%,-2.5,-0.6,0.0
CCC(=O)OC1(C(C)=O)CCC2C3CCC4=CC(=O)CCC4(C)C3CCC21C (configuration not stated),3.4%,8.5%,-0.4%,nt,-9.2%,5.0%,nt,nt,nt
Cc1cc(Cl)c(OCCCn2cncn2)c(Br)c1,?,-6.2%,-3.5%,-4.4,-8.7%,2.5%,5.6,-2.4,1.1
COc1ccc(NC(=O)COC(=O)CCCC2=NS(=O)(=O)c3ccccc3N2)cc1Cl,-1.6%,5.7%,29.0%,16.7,-24.5%,0.0%,9.7,-0.2,-0.2
CSc1nnc(NC(=O)c2ccc(S(=O)(=O)N3CCOCC3)cc2)s1,-2.2%,-15.4%,-21.6%,15.1,-16.8%,6.6%,5.8,0.3,0.3
CCOC(=O)c1c(C)n(-c2ccc(C)cc2)c2ccc(OCC(O)CNCC3CCCO3)cc12 (configuration not stated),?,5.6%,12.5%,0.9,-30.0%,4.8%,-4.4,-0.1,0.5
O=C(Cn1cc(C(F)(F)F)ccc1=O)Nc1ccccc1,-4.7%,8.9%,23.9%,2.6,-19.3%,-2.2%,-2.3,-0.7,0.0
CC(Oc1ccccc1)C(=O)Nc1ccc(NC(=O)c2ccccc2)cc1 (configuration not stated),1.9%,-2.7%,-4.3%,-1.4,-3.2%,6.2%,0.7,1.3,0.2
COc1ccc(C(=O)NCC(=O)N/N=C/c2cccnc2)cc1OC,5.6%,-6.6%,5.9%,11.6,-10.5%,-3.4%,-8.0,1.1,0.4
O=[N+]([O-])c1cc(Cl)ccc1N1CCN(c2cccc(C(F)(F)F)c2)CC1,-10.1%,-6.5%,-4.3%,1.9,-2.2%,0.5%,3.1,0.6,0.3
COc1cc(C)ccc1NC(=O)c1ccc(S(=O)(=O)N2CCOCC2)cc1,-5.7%,3.7%[57.1 µM],12.7%[57.1 µM],1.5,-15.5%,-1.7%,8.6,-0.5,-0.3
Cc1ccc(-c2nc(NCc3cccnc3)c3ccccc3n2)cc1,15.6%,-6.6%,-2.6%,-1.7,-26.0%,0.7%,nt,0.1,nt
N#Cc1nc(COc2ccc(Br)cc2)oc1NCCN1CCOCC1,-1.2%,11.3%[57.1 µM],6.2%[57.1 µM],5.6,-16.3%,-1.1%,3.4,-0.9,-0.6
COC(=O)CSc1nnc(CSc2nc(C)cc(C)n2)n1Cc1ccco1,4.6%,-0.3%,-11.9%,14.5,-9.5%,-2.1%,12.1,-0.2,1.7
O=C(NC(=S)Nc1ccc2c(c1)OCCO2)c1ccc(F)cc1Cl,-1.6%,-2.8%,?,0.6,-12.4%,-0.4%,-9.4,0.1,-0.2
CC(C)C[C@H]1CN=C(N(C)C)N1CC(C)C,1.0%,2.0%,8.3%,nt,8.8%,-5.3%,nt,nt,nt
CCN(CC(=O)NCc1ccc(F)cc1)C(=O)Cc1c(F)cccc1Cl,-2.5%,-4.6%,1.7%,-2.0,-9.8%,4.2%,24.5,-0.4,0.9
O=C(CSc1ccccc1)Nc1cccc(NC(=O)c2ccco2)c1,0.4%,2.8%,10.9%,5.3,0.2%,-5.3%,-18.3,0.6,0.2
Cc1ccc(C(=O)Oc2coc(CSc3nnc(NC(=O)c4cccs4)s3)cc2=O)cc1C,41.1%[activator],4.1%,-8.8%,4.5,-20.9%,-1.2%,-2.6,0.0,-1.3
c1ccc(Cc2nn3c(Cn4cnc5ccccc54)nnc3s2)cc1,-2.0%,2.2%,-17.3%,-2.7,-11.7%,5.5%,-13.2,-1.8,-1.2
COc1ccccc1N1CCN(C(=O)NC23CC4CC(CC(C4)C2)C3)CC1,0.8%,-2.4%,11.4%,9.2,-13.3%,1.6%,-2.3,0.5,0.1
CCOc1ccc2oc(=O)cc(CN3CCN(C(=O)c4cccc(Cl)c4)CC3)c2c1,7.2%,0.1%,-2.7%,-4.9,-15.8%,-15.6%,nt,-0.5,-0.2
Cc1ccc(N2C(=O)CC(Cc3cccc(C)c3)C2=O)cc1 (configuration not stated),-8.5%,-2.2%,9.6%,-4.4,-17.4%,2.3%,9.9,-0.9,0.2
CCN(CC(=O)Nc1ccc2c(c1)OCCO2)S(=O)(=O)c1ccc(F)cc1,-9.0%,-7.0%,6.1%,-0.2,-23.8%,-8.7%,-9.4,-0.4,0.1
Cc1ccc(-c2csc(-c3nc(-c4ccc(Br)s4)cs3)n2)cc1,-4.0%,1.6%,14.7%,-10.7,-15.8%,-2.4%,nt,1.2,0.4
CCCCn1nnnc1SCC(=O)NNC(=O)C1CCCCC1,20.3%,-6.2%,11.2%,41.6*,-13.8%,7.0%,-28.8,-1.2,0.3
CCC(=O)Nc1ccc(-c2ccc(N3CCN(C)CC3)nn2)cc1,3.2%,-4.0%,4.1%,2.1,-8.3%,-8.8%,-10.5,0.1,0.9
Cc1cc(NC(=O)c2cnn3c(C(F)F)cc(C4CC4)nc23)no1,-1.3%,4.0%,10.6%,5.4,7.6%,9.7%,-5.9,0.4,-0.2
O=C(NCC1CCN(Cc2ccccc2F)CC1)Nc1ccccc1F,-0.2%,9.3%,38.5%[activator],0.7,-16.1%,-4.4%,-19.7,-0.3,-0.3
CCN(CC(=O)Nc1cc(C)nn1-c1nc(C)cc(C)n1)Cc1ccccc1,1.0%,-0.6%,5.0%,32.9*,0.9%,4.1%,-4.1,-0.9,0.0
CC[N+](CC)(CC#Cc1ccccc1)CC#Cc1ccccc1,-1.0%,1.3%,9.3%,-0.8,-15.3%,-8.8%,4.1,0.0,-0.5
COc1ccc(C)cc1NC(=O)CSc1nnc(CC(=O)Nc2cccc(C(F)(F)F)c2)n1C,0.1%,0.2%,6.3%,-2.0,2.7%,2.2%,-7.9,-0.6,-0.3
COc1cccc(C(=O)OCC(=O)Nc2cc(C)c(C)cc2[N+](=O)[O-])c1,-1.5%,2.9%[57.1 µM],7.0%[57.1 µM],-7.3,-5.0%,-11.8%,9.5,0.4,-0.3
O=C(CCCC(=O)c1ccc(F)cc1)c1ccc(F)cc1,0.3%,-4.2%,-7.6%[57.1 µM],-3.8,0.2%,-0.7%,10.6,1.2,-2.5
COc1cc2c(cc1OC)C(c1ccccc1Cl)N(C)CC2 (configuration not stated),1.5%,3.0%,9.2%,1.9,-3.4%,-2.0%,-2.5,-0.2,1.4
NC(=O)c1sc2nc3c(c(-c4ccco4)c2c1N)CCC3,1.6%,1.3%,-18.7%,-10.3,-3.9%,4.1%,4.7,0.6,1.4
Cc1c(SCCO)c(=O)[nH]c2cc3c(cc12)OCO3,-1.4%,106.9%[activator],-1.5%,0.5,-13.5%,14.5%,6.8,-0.5,-0.4
COCCN1C(=O)C(=O)/C(=C(/O)c2ccc(C)cc2)C1c1ccccn1 (configuration not stated),-2.1%,-13.1%,0.7%,0.7,6.2%,0.0%,-1.1,-0.1,-1.6
O=[N+]([O-])c1ccc(S(=O)(=O)Nc2nc3ccccc3nc2Nc2ccccc2)cc1,11.3%,-2.3%,16.7%[57.1 µM],-5.4,-7.0%,-4.3%,8.3,0.3,0.3
CCOC(=O)CC1(NC(=O)c2cc(COc3c(F)cccc3F)on2)CCCCC1,2.0%,2.6%,28.4%,-1.8,-10.6%,3.0%,11.8,-0.1,0.5
CC1CCCCC1NC(=O)CN(C)S(=O)(=O)c1cccc2nsnc12 (configuration not stated),-0.4%,1.3%[57.1 µM],-4.8%[57.1 µM],-1.9,4.3%,5.9%,nt,-0.4,nt

# Complete entries, quoted from the list. Values in the order: Pin1 inhibitor, TrxR1 substrate, rTrxR1 inhibitor, TRHR enhancer, USP1-UAF1 inh, IDH1 R132H inh, D2 antag, TRHR ag, D2 ag
# `Cc1ccc(N2C(=O)CC(Cc3cccc(C)c3)C2=O)cc1` (configuration not stated) is listed as -8.5%, -2.2%, 9.6%, -4.4, -17.4%, 2.3%, 9.9, -0.9, 0.2
# `Fc1cccc(NC(=S)NCc2ccccc2Cl)c1` is listed as 1.8%, -14.6%[57.1 µM], 19.3%[57.1 µM], 8.1, -17.9%, 5.7%, 16.1, 1.6, 3.5

# Bioassay records from PubChem.

# Some of the compounds tested, so the mix of outcomes need not match the whole.
